RmlC RmlD mix: inhibitors of RmlC and RmlD coupled enzymes. RmlC/RmlD coupled enzyme inhibition, 384-well mixture HTS. inhibition, % at 5.5 µM. actives 0.39% (n = 110,000); in the data active = inhibition above about 30%, passing the limit was not always enough; inconclusive = no clear call, values can overlap the other calls; note: strong numbers were not always called active
RT RNaseH block: blocks HIV-1 RNase H cleavage of RNA/DNA duplex; RT-RNase H RNA/DNA duplex cleavage, fluorescence; inhibition, % at 10 µM; actives 1.9% (n = 65,000); P04585; AID 565; in the data active = inhibition above about 50%
An asterisk follows results filed as active; ? = inconclusive; nt = no result given. A portion of the library; count on the stated rates, not on these rows.

Start of the data: the first three records as a preview:
Every second line gives: RmlC RmlD mix	RT RNaseH block
COc1ccc(-c2nc(-c3cccc(C)c3)nc(N3CCN(C)CC3)c2C#N)cc1
→ 9	nt
Cn1ccnc1SCC(=O)c1ccc(Br)cc1
→ 9	-7
CN1C(=O)CC(N2CCN(c3ccccn3)CC2)C1=O (centres undefined)
→ -232	-10

The listing, previewed entries included:
Every second line gives: RmlC RmlD mix	RT RNaseH block
COc1ccc(-c2nc(-c3cccc(C)c3)nc(N3CCN(C)CC3)c2C#N)cc1
→ 9	nt
Cn1ccnc1SCC(=O)c1ccc(Br)cc1
→ 9	-7
CN1C(=O)CC(N2CCN(c3ccccn3)CC2)C1=O (centres undefined)
→ -232	-10
COC(=O)C(NNc1ccccc1C)(NC(=O)c1ccc(F)cc1)C(F)(F)F (centres undefined)
→ 14	nt
CCOC(=O)C1=C(C)NC2=C(C(=O)C(C(=O)OCC)C(c3ccco3)C2)C1c1ccccn1 (centres undefined)
→ -14	-1
O=C(COC(=O)CCCN1C(=O)c2ccccc2C1=O)Nc1ncc(Cl)cc1Cl
→ 3	-1
CC(=O)Nc1cccc(Oc2cnc3ccccc3n2)c1
→ ?	nt
Cc1cccc(C(=O)NNC(=O)c2cc3cc4ccccc4nc3s2)c1
→ 9	nt
O=C(NC1(C(F)(F)F)NC(=O)N(CC2CCCCC2)C1=O)c1ccco1 (centres undefined)
→ 7	-4
O=C(Nc1cccc2ccccc12)c1ccc(Cn2cc(Cl)cn2)cc1
→ -2	nt
Cc1ccc(S(=O)(=O)N2CCCC(C(=O)NCCc3ccc4c(c3)OCO4)C2)cc1 (centres undefined)
→ 2	3
CCC(=O)c1ccc(OCC(O)Cn2c(C)nc3ccccc32)cc1 (centres undefined)
→ -13	-6
COc1cc(/C=C(/C#N)c2nc3ccccc3[nH]2)ccc1OCC(=O)Nc1ccccc1C(C)C
→ -12	nt
CCc1ccc(NS(=O)(=O)c2ccc3[nH]cc(C(=O)NCC4CCCO4)c(=O)c3c2)cc1 (centres undefined)
→ nt	-6
O=P(Cc1nnco1)(c1ccccc1)c1ccccc1
→ -10	-5
C/C=C\C=C/C(=O)Nc1cccc(C2=NOC3(C2)C[C@@H](C(N)=O)N(C(=O)[C@H]2CCC(=O)N2)C3)c1 (some centres undefined)
→ -16	nt
Cc1ccccc1Oc1ncnc2oc(-c3ccccc3)cc12
→ -11	nt
CCOCCCNC(=O)c1c(C)c(C(=O)OCC)n(C)c1C
→ 5	-6
CCOC(=O)N1CCC(NC(=O)C(Cc2ccccc2)NC(=O)c2ccco2)CC1 (centres undefined)
→ -10	-2
CC(C)(C)c1ccc(-c2nc3c(C#N)c(-c4ccc5c(c4)OCO5)ccn3n2)cc1
→ -144	nt
CCCNCc1cc(Cl)c(OCC)c(Cl)c1
→ 3	nt
O=C(O)CCn1c(-c2ccccc2)cc2c1CCCC2=O
→ -15	1
O=S(=O)(NCC(c1cccnc1)N1CCOCC1)c1cccs1 (centres undefined)
→ 7	-2
O=C(Nc1ccc(F)c(Cl)c1)c1ccc2c(=O)n3c(nc2c1)CCCCC3
→ 11	-4
CCCCCc1nc2c(=O)n(C)c3ccccc3c2o1
→ 12	-7
CC1(C)COC(c2cccn2Cc2ccccc2Cl)=N1
→ -9	nt
N#Cc1c(NCCN)nc(-c2ccco2)c2c1CCCC2
→ -9	nt
CCOC(=O)Cn1c2c(c(-c3ccccc3OC)cc1=O)CCCC2
→ -6	-8
COC(=O)Cn1nc(C)c2ccccc2c1=O
→ -6	nt
CCOC(=O)C1CCN(C(=O)CN(c2ccc(OC)cc2)S(=O)(=O)c2c(C)noc2C)CC1
→ -8	-12
Cc1cc(C)c(S(=O)(=O)n2nc(C)c(Br)c2C)c(C)c1
→ nt	-18
CCC(C)N(C)Cc1cccc(C2(O)CCN(S(=O)(=O)c3ccc(F)cc3)CC2)c1 (centres undefined)
→ 42	-11
O=c1cc(-c2ccc(O)cc2)oc2c([C@@H]3O[C@H](CO)[C@@H](O)[C@H](O)[C@H]3O)c(O)c([C@@H]3O[C@H](CO)[C@@H](O)[C@H](O)[C@H]3O)c(O)c12
→ 5	nt
O=C(c1ccoc1)N1CCC2(CC1)Oc1ccc(Cl)cc1C(=O)C21CC(c2cccnc2)=NO1 (centres undefined)
→ -8	nt
CC(=O)C(C)Oc1ncn(-c2ccccc2)n1 (centres undefined)
→ -12	nt
O=C1CC(N(C(=O)c2ccco2)c2ccc(F)cc2)C(=O)N1c1ccc(F)cc1 (centres undefined)
→ 6	nt
COc1ccc(C(=O)CSc2nnnn2Cc2ccccc2)cc1
→ 12	0
c1coc(Cn2c(-c3ccco3)nc3ccccc32)c1
→ 1	-58
CCN(CC(=O)NC1CCS(=O)(=O)C1)C(=O)COc1ccccc1-c1ccccc1 (centres undefined)
→ 0	-5
O=S(=O)(Nc1nc2ccccc2nc1NCc1ccco1)c1ccc(Cl)cc1
→ 2	5
CCOC(=O)N1CCC2(O)CCCCC2C1c1ccc(F)cc1 (centres undefined)
→ 23	-4
CC(C)c1ccccc1NC(=O)c1cnccn1
→ 10	-12
Cc1ccc2cccc(NC(=O)C(F)(F)F)c2n1
→ -9	-16
Cc1cc(N2CCN(c3cccc(C(F)(F)F)c3)CC2)n2nc(C)nc2n1
→ 4	-4
CNc1nnc(-c2cc3ccccc3oc2=O)s1
→ 5	-17
O=C1CC(c2ccccc2)CC(O)=C1C=NCCN1CCOCC1 (centres undefined)
→ -31	-2
O=C(O)CN1C(=O)SC(Nc2ccccc2)C1=O (centres undefined)
→ 5	nt
COc1ccc(-c2nnc(CSc3nc4ccccc4c(=O)n3CC(C)C)o2)cc1OC
→ 13	-10
CN(C)c1nc(N)nc(CSc2ccccn2)n1
→ 7	nt
N=c1c(C(=O)NC2CCCCC2)cc2c(=O)n3ccccc3nc2n1CCN1CCOCC1
→ nt	-56
COCCOC(=O)c1c(C)nc(SCC(=O)Nc2ccc(OC)cc2)c(C#N)c1-c1ccco1
→ 25	-2
Cc1ccc(S(=O)(=O)NCC(c2ccccc2)N2CCN(CCC#N)CC2)cc1 (centres undefined)
→ -10	-5
O=c1[nH]c2ccccc2n1CCCOc1ccccc1
→ -10	-38
COc1cccc(CNCCOCCO)c1OC
→ 9	-3
Cc1ccc(NC(=O)N2CCC(=O)N2)cc1
→ 10	nt
O=C(CSc1nnc(-c2c[nH]c3ccccc23)n1CC1CCCO1)Nc1ccc2c(c1)OCCO2 (centres undefined)
→ 8	nt
CCOC(=O)N1CCN(C(=O)CS(=O)Cc2nc(-c3cccc(C)c3)oc2C)CC1 (centres undefined)
→ -9	-3
CN(C)C(=O)Oc1cccc2c(OC(=O)N(C)C)cccc12
→ 0	nt
Cn1c(Cc2ccccc2)nnc1SCCC(=O)Nc1ccccc1
→ 3	4
CC/C(=C\C=C\[C@@H]1C=C[C@@H]2CCC[C@H]2[C@@H]1C(=O)c1ccc[nH]1)[C@@H]1O[C@@H]([C@@H](C)C(=O)O)CC[C@@H]1C
→ 5	nt

In another format: 4 of the compounds above
SMILES: O=C(O)CCn1c(-c2ccccc2)cc2c1CCCC2=O
  RmlC RmlD mix: -15; RT RNaseH block: 1

SMILES: O=S(=O)(NCC(c1cccnc1)N1CCOCC1)c1cccs1 (centres undefined)
  RmlC RmlD mix: 7; RT RNaseH block: -2

SMILES: O=C(Nc1ccc(F)c(Cl)c1)c1ccc2c(=O)n3c(nc2c1)CCCCC3
  RmlC RmlD mix: 11; RT RNaseH block: -4

SMILES: CCCCCc1nc2c(=O)n(C)c3ccccc3c2o1
  RmlC RmlD mix: 12; RT RNaseH block: -7

Returning to the listing; the two compounds before the break are reprinted first.
Every second line gives: RmlC RmlD mix	RT RNaseH block
Cn1c(Cc2ccccc2)nnc1SCCC(=O)Nc1ccccc1
→ 3	4
CC/C(=C\C=C\[C@@H]1C=C[C@@H]2CCC[C@H]2[C@@H]1C(=O)c1ccc[nH]1)[C@@H]1O[C@@H]([C@@H](C)C(=O)O)CC[C@@H]1C
→ 5	nt
c1ccc(-n2c(-c3ccncc3)nnc2N2CCOCC2)cc1
→ -11	-3
Brc1ccc(C2=NC(Cc3ccccc3)CO2)cc1 (centres undefined)
→ 10	nt
CCn1c(=N)c(C(=O)NCc2cccnc2)cc2c(=O)n3cccc(C)c3nc21
→ nt	-33
CCOC(=O)C(NCc1ccco1)(NC(=O)c1ccc(OC)cc1)C(F)(F)F (centres undefined)
→ 3	nt
C=CCN1C(=O)NC(=O)/C(=C/c2cnc(SC)nc2)C1=O
→ -14	nt
O=C(COc1ccccc1F)c1ccc(O)cc1O
→ 22	-4
CC(NC(=O)CSc1nc(=O)cc(N)n1CCc1ccccc1)c1ccccc1 (centres undefined)
→ -15	nt
O=C1CC(N2CCN(c3ccc(F)cc3)CC2)C(=O)N1Cc1ccc(N2CCCC2=O)cc1 (centres undefined)
→ -2	8
Nc1c(C(=O)OCC2CCCO2)c2nc3ccccc3nc2n1-c1ccc2c(c1)OCCO2 (centres undefined)
→ 15	0
COC(=O)[C@H]1CCCN1C(=O)Nc1cccc(Oc2c(F)c(F)c(F)c(F)c2F)c1
→ nt	-4
O=C(NCc1ccccn1)c1ccccc1Cl
→ 5	-9
CCOC(=O)c1nn(-c2ccc(F)cc2)c(C)c1C(C)=O
→ 4	nt
O=C(CCN1CCN(c2ccc(F)cc2)CC1)Nc1ccccc1F
→ 9	2
Cc1ccc(-c2nc(SCC(=O)N(C)C3CCS(=O)(=O)C3)[nH]c2-c2ccc(C)cc2)cc1 (centres undefined)
→ 0	nt
COc1ccc(-c2nnc3ccc(SCC(=O)N4CCN(c5ccccc5)CC4)nn23)cc1OC
→ nt	-27
OC(COc1ccc(C2C=CCC2)cc1)CN1CCCCC1 (centres undefined)
→ 6	-11
CCC1(C(=O)O)NC(c2cccc(OC)c2O)C2C(=O)N(c3ccccc3)C(=O)C21 (centres undefined)
→ -213	-1
COC(=O)Cn1c(CN2CCc3ccccc3C2)nc2c1c(=O)n(C)c(=O)n2C
→ -3	-14
Cc1cc(C)n(CCc2nc(-c3cccs3)cs2)n1
→ -4	-1
COc1ccc(C(=O)Nc2ccccc2C(=O)NCCN2CCOCC2)cc1
→ 3	-4
COc1cccc(N2[C@@H](CC(C)=O)c3cc(C(F)(F)F)ccc3S2(=O)=O)c1
→ -16	nt
CC(=O)Nc1ccc(S(=O)(=O)N2CCC(NC(=O)c3ccco3)CC2)cc1
→ 8	-1
O=C(COc1ccc2ccc(=O)oc2c1)Nc1ccc2c(c1)OCCO2
→ 5	2
O=C(CNS(=O)(=O)c1cccs1)N1CCC2(CC1)OCCO2
→ -8	-21
COc1ccc(S(=O)(=O)Nc2ccccn2)cc1OC
→ -7	-5
CC(NC(=O)C1C(=O)N(CCO)C2(C)CC1c1ccccc1O2)c1ccccc1 (centres undefined)
→ 10	-7
COC(=O)CSc1nc2ncccc2[nH]1
→ -13	nt
CC1(C)OC(=O)C(=CNc2ccc(F)cc2)C(=O)O1
→ -15	-15
COC(=O)C1CCN(C(=O)c2cc3ccccc3oc2=O)CC1
→ 11	nt
c1ccc(CSc2nnnn2-c2ccc3c(c2)OCCO3)nc1
→ -3	-22
CC(O)c1cc2c(cc1NC(=O)c1cnn3c1NC(c1ccco1)CC3C(F)(F)F)OCO2 (centres undefined)
→ 5	4
O=C(Cn1ccc2ccccc2c1=O)N1CCN(c2cccc(Cl)c2)CC1
→ -46	-20
COC(=O)c1sccc1NC(=O)/C=C/c1c(Cl)cccc1Cl
→ 3	nt
C=CCN1C(c2ccc(OCC)cc2)=CS/C1=C(\C#N)c1nnc2n1CCCCC2
→ 3	-12
O=C1CCN(C(=O)Nc2ccccc2Cl)N1
→ 6	nt
CCOC(=O)CNC(=O)CSc1nnc(-c2cccc(OC)c2)n1CC
→ -5	2
CCOC(=O)CN1C(=O)N[C@@H](c2ccccc2)[C@H](C(C)=O)[C@H]1C
→ -7	nt
CC(C)CCSc1nnc(Cn2c(=O)sc3ccccc32)n1C
→ 5	-56
Cn1c(C(=O)N2CCN(C3CCCCC3)CC2)cc2c(=O)n(C)c3ccccc3c21
→ 7	-3
Clc1ccc(-c2n[nH]c3c2CCC3)cc1Cl
→ 6	nt
O=C(Nc1ccc(-c2nc3ccccc3o2)cc1)c1ccc(N2CCOCC2)c([N+](=O)[O-])c1
→ 16	nt
COc1ccccc1N1CCN(S(=O)(=O)c2ccc3c4c(cccc24)C(=O)N3)CC1
→ 73	-10
Cc1cccc(N2C(=O)CC(N3CCN(c4ccccc4)CC3)C2=O)c1 (centres undefined)
→ -14	nt
Cc1nc2sc3c(c2c(=O)[nH]1)CCC3
→ 13	-8
CCSC1=NC(=O)/C(=C2/C=Cc3ccccc3N2CC)S1
→ -9	-4
Cn1c2ccccc2c2ncn(CCCN3CCOCC3)c(=O)c21
→ 14	-14
O=C(CCCCn1c(=O)[nH]c2ccccc2c1=O)N1CCN(c2cccc(C(F)(F)F)c2)CC1
→ 16	-19
COc1ccc(CCN2C(=O)c3ccncc3C2=O)cc1OC
→ -35	nt
COc1ccc(N2Nc3n[nH]c(N)c3N2)cc1
→ 5	nt
CC(C)c1ccc(NC(=O)C(c2ccc3c(c2)OCO3)N2CCN(C(=O)c3ccco3)CC2)cc1 (centres undefined)
→ 5	2
NCCCC[C@H]1NC(=O)[C@H](CCC(=O)O)NC(=O)c2cc([N+](=O)[O-])cc(I)c2OCC[C@@H](C(N)=O)NC1=O
→ -12	nt
CC1(C)Cc2c(C#N)c(NCCc3ccccc3)nc(-c3ccco3)c2CO1
→ -5	8
Cc1cc(C)c(C#N)c(SCc2ccc(C#N)cc2)n1
→ -36	-2
O=C(O)c1cccc(NC(=O)C2CCCO2)c1 (centres undefined)
→ 8	nt
CN=C1c2cc3c(Br)c(OC)ccc3n2CCN1C
→ 9	-23
Cc1ccc2c(c1)N(CC(=O)OC(CC(C)C)C(=O)NC1CCCC1)C(=O)CO2 (centres undefined)
→ -7	-12
O=c1c2c(n3nnnc3n1-c1ccccc1)-c1ccccc1CC21CCCC1
→ 2	7
O=C1CC(=C(c2ccccc2)c2ccccc2)C(=O)N1CCN1CCN(c2cccc(Cl)c2)CC1
→ -12	nt
